# Compound activity: PubChem, National Center for Advancing Translational Sciences (NCATS)
# Menin-MLL TR inh: menin-MLL binding inhibition, Texas Red mutant peptide | O00255 | Menin + Texas Red MLL mutant peptide, fluorescence polarization | Potency, µM (top dose mostly 61.6 µM), inactives show at the highest dose FP activity change, negative = inhibition, usual class: inhibitors | 270,000 compounds, 0.23% hits | AID 1768; active = well fitted inhibition curve with a large enough effect in the polarisation, with a control signal flat, not every such curve was filed as active; inconclusive = small, poorly fitted or top-dose-only effect, or effect the other way, or a change in a side signal; inactive = no such curve, though single readings can be large or run the other way; the % refers to the polarisation; also: potency is read from the fitted curve at half-maximal effect; % of control where 0% means no effect; many of its hits are not listed in these tables
# ASM inhibitor: blocks human secretory acid sphingomyelinase. P17405. placental ASM, HMU-PC fluorogenic substrate, 60 min. AID 504937. Potency, µM (highest dose often 57.5 µM), for the others: at the top dose activity change, negative = inhibition, most hits filed as inhibitors. 340,000 compounds, 0.006% hits; also: potency is read from the fitted curve at half-maximal effect
#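 Fluorogenic HMU-PC substrate (9 uM final) is turned over by placental ASM in 60 min at 37 C after a 10 min compound preincubation. Reaction ended by alkaline stop (pH 10), with fluorescence read at 386/447 nm.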
# PKM2 activator: PKM2 (human) enzyme activation; AID 1631; Potency, µM (doses to about 57.5 µM), without a hit: at the highest dose activation, usual class: activators; purified PKM2, Kinase-Glo ATP luminescence, activation; response scale: 0% is enzyme alone, no compound; 260,000 compounds, 0.34% hits; P14618; also: potency is read from the fitted curve at half-maximal effect; % is scaled to controls: 0 for no effect and ±100 for the full control effect; nearly all actives have a fitted effect of over 55% in size
#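 ATP formation by purified human PK-M2, quantified via coupled luciferase luminescence after 1 h at room temperature with 0.1 mM ADP and 0.5 mM PEP final.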
# Giardia killer: Giardia lamblia killing | AID 540267 | 340,000 compounds, 0.15% hits | Giardia lamblia trophozoite viability | activity change, % at 7.66 µM, hits read low; in the data active = activity change below about -80%; inconclusive = between about -30% and that limit;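 also: parasites exposed to compound for two days anaerobically before the ATP read; % is scaled to controls: 0 for no effect and ±100 for the full control effect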
#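 Each well holds 100 Giardia trophozoites and compound. After two days (48 hrs) at 37 deg C in anaerobic conditions, ATP is quantified by luminescence.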
# Coupling enz: coupling enzyme interference in Giardia aldolase counter-screen; activity change, negative = inhibition, % at 58.2 µM, hits read low; 290,000 compounds, 0.67% hits; AID 2472; coupling enzyme system counterscreen, AmpLite Red fluorescence; in the data active = activity change below about -30%; also: % is scaled to controls: 0 for no effect and ±100 for the full control effect
#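 Final compound at 57.5 uM, incubated 10 min at RT with coupling enzyme reagent (glyceraldehyde-3-phosphate), then 20 min with substrate and AmpLite Red detection. Fluorescence read at 525/598 nm; tests interference with the coupling assay, not aldolase inhibition.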
# Tb PFK block: inhibitors of T. brucei phosphofructokinase | AID 485367 | O15648 | Potency, µM (doses to about 57.5 µM), inactives show at the highest dose activity, negative = inhibition, actives largely listed as inhibitors | 330,000 compounds, 0.17% hits | T. brucei PFK, ADP-Glo luminescence;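 also: potency is read from the fitted curve at half-maximal effect; 0% = uninhibited 1x PFK enzyme wells and -100% = no-enzyme wells; nearly all actives have a fitted effect of over 60% in size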
# Target sequence (O15648 whole entry, looked up): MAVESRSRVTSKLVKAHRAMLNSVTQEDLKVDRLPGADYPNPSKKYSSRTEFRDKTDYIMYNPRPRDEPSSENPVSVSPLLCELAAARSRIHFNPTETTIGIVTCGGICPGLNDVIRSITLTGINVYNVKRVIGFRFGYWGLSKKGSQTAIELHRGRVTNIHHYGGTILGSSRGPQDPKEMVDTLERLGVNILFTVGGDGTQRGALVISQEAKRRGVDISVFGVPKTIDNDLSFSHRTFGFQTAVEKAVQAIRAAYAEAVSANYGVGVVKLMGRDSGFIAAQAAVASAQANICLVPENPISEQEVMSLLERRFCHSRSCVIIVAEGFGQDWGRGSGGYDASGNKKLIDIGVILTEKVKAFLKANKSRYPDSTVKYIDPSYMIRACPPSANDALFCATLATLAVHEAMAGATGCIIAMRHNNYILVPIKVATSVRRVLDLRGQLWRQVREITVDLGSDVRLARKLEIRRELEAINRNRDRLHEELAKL
#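 In TEA buffer at pH 8.0 with 5 mM MgCl2, enzyme (1.25 nM) converted F6P (0.5 mM) and ATP (0.1 mM) for 45 min at room temperature. ADP product was read by luciferase luminescence.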
# Integrin act MD: activators of alpha7 integrin expression for muscular dystrophy. alpha7betagal myoblasts, beta-gal FDG fluorescence, 48 h. Potency, µM (series often up to 38.3 µM), inactives show at the highest dose activation, usual class: activators. 350,000 compounds, 0.064% hits. AID 624291;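 also: potency is read from the fitted curve at half-maximal effect; 100% = response of the positive control SU9516; nearly all actives have a fitted effect of over 60% in size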
#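 Alpha7betagal+/- myoblasts (passage 13) were plated 16-24 hr, then exposed to compounds (1:260 dilution of DMSO stock) for 48 hours at 37C. After MPER lysis, β-galactosidase reporter activity was read as FDG fluorescence (ex 480/em 540) after 30 minutes.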
# GALK inh: galactokinase (human) inhibition | AID 1868 | P51570 | 270,000 compounds, 0.007% hits | Purified GALK, Kinase-Glo residual ATP luminescence | Potency, µM (top dose mostly 57.5 µM), without a hit: at the top dose activity change, negative = inhibition, usual class: inhibitors; also: potency is read from the fitted curve at half-maximal effect; % is scaled to controls: 0 for no effect and ±100 for the full control effect
#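 Compounds were pin-transferred into ATP buffer (35 uM final), then GALK plus galactose (5 nM, 100 uM final) was added. After 1 h at room temperature, Kinase-Glo Plus was added and luminescence read after 10 min.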
# B2AR arrestin: agonists driving beta-arrestin recruitment to human beta2-adrenergic receptor | AID 492947 | beta-arrestin recruitment to beta2AR, cell-based reporter | P07550 | Potency, µM (doses to about 46.1 µM), without a hit: at the top dose activation, actives largely listed as activators | 330,000 compounds, 0.02% hits;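 also: potency is read from the fitted curve at half-maximal effect; 0% = DMSO controls and full agonism = EC100 isoproterenol or metaproterenol; nearly all actives have a fitted effect of over 65% in size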
# BCR signal inh: inhibitors of chronic active B-cell receptor signaling; ABC-DLBCL IkBa-CBG/CBR reporter, luminescence ratio, 4 h; Potency, µM (series often up to 46.1 µM), for inactives: top-dose ratio change, negative = lower green/red ratio, most hits filed as inhibitors; 340,000 compounds, 0.05% hits; AID 493014; active = well fitted inhibition curve with a large enough effect in the signal ratio, with a control signal flat, not every such curve was filed as active; inconclusive = small, poorly fitted or top-dose-only effect, or effect the other way, or a change in a side signal; the % refers to the signal ratio;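 also: potency is read from the fitted curve at half-maximal effect; plate controls were basal doxycycline-induced cells for no effect and cells given 10 µM MG132 for full effect; MG132 reads +100%, hits lower the ratio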
#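 Concentration-response series (up to 46 uM) were applied to TMD8 dual-reporter cells for 4 h at 37C with doxycycline. Green/red ratio, after filter-overlap correction, defined %Activity; red signal alone was normalised to basal cells and zero luminescence.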
# PTAP TSG101 blk: blocks PTAP/TSG101 interaction to inhibit HIV-1 budding; Fluorescence polarization, FITC-PTAP peptide / Tsg101 binding; Potency, µM (titrated, usually from 115 µM), for the others: top-dose activity change, negative = inhibition, most hits filed as inhibitors; 340,000 tested, under 10 active; AID 493005; active = well fitted inhibition curve with a large enough effect in the main read-out, with a control signal flat, not every such curve was filed as active; inconclusive = small, poorly fitted or top-dose-only effect, or effect the other way, or a change in a side signal; inactive = no such curve, though single readings can be large or run the other way; also: potency is read from the fitted curve at half-maximal effect; % of control where 0% means no effect
# Target sequence (Q99816 whole entry, looked up): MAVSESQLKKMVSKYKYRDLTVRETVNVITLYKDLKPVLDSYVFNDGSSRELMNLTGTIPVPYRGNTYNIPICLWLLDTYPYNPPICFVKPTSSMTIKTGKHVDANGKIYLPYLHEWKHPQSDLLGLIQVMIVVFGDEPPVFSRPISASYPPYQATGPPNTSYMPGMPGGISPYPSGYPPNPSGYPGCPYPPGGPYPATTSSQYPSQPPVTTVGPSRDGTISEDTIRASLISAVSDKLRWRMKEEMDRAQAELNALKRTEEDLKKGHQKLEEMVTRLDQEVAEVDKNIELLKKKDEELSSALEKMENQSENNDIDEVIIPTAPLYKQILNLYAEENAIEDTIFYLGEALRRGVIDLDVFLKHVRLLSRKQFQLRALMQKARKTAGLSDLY
#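 Fluorescence anisotropy tracks displacement of a FITC-tagged PTAP peptide (50 nM) from the Tsg101 binding domain (10 uM), following a 20 min room-temperature incubation at pH 7.5.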
# An asterisk follows results filed as active; ? = inconclusive; . = not tested or not shown; [ ] = another dose, or the depositor's remark. Unless noted, calls follow the shape of the dose curve; as a rule, active = well fitted curve in the direction sought with a large enough effect; inconclusive = small, poorly fitted or top-dose-only effect, or another doubt; inactive = no such curve, though single readings can be large; an effect the other way counts as inactive or inconclusive. Some of the compounds tested; count on the stated rates, not on these rows.
SMILES,Menin-MLL TR inh,ASM inhibitor,PKM2 activator,Giardia killer,Coupling enz,Tb PFK block,Integrin act MD,GALK inh,B2AR arrestin,BCR signal inh,PTAP TSG101 blk
N=C(N)CCCOc1ccccc1-c1ccccc1,-5.8%,5.9%,-2.9%,-20.1,0.2,-0.7%,0.0%,-2.6%,-0.8%,-2.6%,-3.7%
CCc1n(CC(O)COCC2CC=CCC2)c2ccccc2[n+]1C (stereo not given),2.8%,2.7%,-5.8%,-1.6,-0.5,-2.2%,3.3%,0.5%,-0.4%,-13.5%,-1.4%
COc1ccc2nc(SCC(=O)NC(C)C)[nH]c2c1,-0.3%,0.6%,0.4%,3.5,0.8,-10.3%,3.5%,1.1%,0.2%,0.3%,-0.1%
COc1ccc(N/C(=N/c2nc(C)cc(C)n2)NC(=O)c2ccccc2)cc1,.,-1.9%,1.7%,-19.3,-0.1,3.5%,-24.2%,-2.0%,-0.6%,1.3%,0.4%
O=C(O)c1cc(S(=O)(=O)N2CCN(S(=O)(=O)c3ccccc3)CC2)ccc1Cl,18.8%,6.2%,.,-12.2,10.9,1.4%,3.1%,-0.8%,-1.0%,-0.9%,-2.0%
CC(C)COc1cccc(-c2cc(C(=O)Nc3ccon3)c3ccccc3n2)c1,57.3%[activator],-3.6%[11.5 µM],-0.3%,11.5,-1.0,-0.3%,-20.8%,4.7%,-0.4%,12.0%,-0.8%
CN(Cc1cccs1)C(=O)c1ccc(Cl)c(S(=O)(=O)N2CCCCCC2)c1,.,-3.1%,.,11.0,.,-2.6%,-29.1%,.,-0.2%,-5.6%,-8.9%
Cc1ccc(Nc2nc(-c3ccc(O)cc3O)cs2)nc1,?,-9.0%,-1.2%,10.8,1.3,-0.5%,-27.7%,1.8%,0.1%,?,1.2%
COC(=O)c1cc(S(=O)(=O)n2nc(C)cc2C)c(Cl)cc1Cl,15.7%,5.3%,-11.8%,-7.5,-0.3,-5.1%,-3.3%,-1.2%,-0.8%,5.5%,-3.4%
Cc1c(C(=O)c2ccc(Cl)cc2[N+](=O)[O-])c2ccccn2c1CCC#N,-4.3%,-16.3%,5.2%,-100.5*,6.1,1.3%,-8.5%,1.7%,-1.0%,-5.4%,-0.8%
O=P(O)(CP(=O)(c1ccccc1)c1ccccc1)c1ccccc1,1.1%,-0.7%,-0.1%,4.8,-0.7,2.3%,-1.4%,0.9%,-0.5%,?,-1.3%
Oc1[nH]c2ccccc2c1N=Nc1ccc(C(F)(F)F)cn1,13.5%,-10.6%,1.7%,-1.4,-0.6,-1.4%,-10.7%,-0.6%,0.2%,11.6%,-2.6%
CN1CCN(C(c2cccs2)c2nnnn2Cc2ccc(F)cc2)CC1 (stereo not given),-7.6%,-0.8%,0.8%,23.1,4.5,-0.2%,-1.1%,3.2%,-0.7%,8.7%,2.3%
CCOc1cccc(CN2CCCC(N3CCc4cc(OC)c(OC)cc4C3)C2)c1O (stereo not given),-22.1%,21.5%,0.4%[11.5 µM],4.3,-2.4,0.7%,-41.2%[inhibitor],8.2%,-0.1%,-1.0%,-5.3%
COc1ccccc1/C=C/C(=O)OCC(=O)NC1CC1,.,5.3%,.,-18.5,.,-0.7%,-11.3%,.,-0.4%,?,-4.8%
Cc1[nH]c2ccccc2c1C(=O)COC(=O)c1c(-c2ccccc2)noc1C,?,-6.5%,-9.9%,-4.2,-3.7,-1.3%,-35.8%,-2.4%,-0.4%,?,-3.2%
COCCCn1c(=S)[nH]c2c(sc3ccccc32)c1=O,19.3%,-8.5%,-0.4%,0.5,0.1,0.1%,39.9%,-1.9%,-0.5%,?,-1.5%
C=CCNC(=O)NC(=O)COC(=O)/C(C#N)=C/c1cc(C)n(CC(C)C)c1C,-23.0%,3.5%,-4.4%,-12.8,1.6,0.0%,-7.8%,-3.9%,5.0%,-15.0%,-4.0%
Cc1ccc(C(NC(=O)CN2C(=O)NC3(CCCC3)C2=O)c2ccccc2)cc1 (stereo not given),.,0.6%,.,?,.,13.7%,?,.,0.5%,0.4%,-3.4%
COc1cc(/C=N/Nc2nc(C)cc(C)n2)cc(OC)c1OC,-9.3%,0.5%,3.9%,15.0,-2.5,-16.4%,0.0%,3.6%,?,2.9%,-2.0%
Cc1c(Cl)ccc2sc(NC(=O)C3CC3)nc12,-13.0%,2.2%,-8.7%,7.7,-0.2,-6.7%,-11.2%,.,0.0%,17.7%,-4.8%
CC(NC(=O)Cc1ccccc1)c1nc2ccccc2[nH]1 (stereo not given),-7.0%,3.0%,-8.5%,3.5,-2.0,-8.3%,-13.1%,0.2%,-0.1%,-6.3%,-4.1%
CC[C@]12c3[nH]c4ccc(OC)cc4c3CCN1C(=O)C(CC(=O)NCCCn1ccnc1)C[C@@H]2C(=O)N1CCN(C(=O)C2CC2)CC1 (stereo not given in full),.,2.6%,.,-15.9,.,-0.6%,5.4%,.,-0.2%,9.5%,-1.9%
CC(=O)c1cccc(NC(=O)CCCN(C)S(=O)(=O)c2ccc(F)cc2)c1,?,0.2%,0.6%,-13.9,3.4,8.8%,6.2%,3.0%,0.1%,7.0%,-1.2%
CC(C)CNC(=O)/C=C/c1cccs1,-16.3%,3.4%,-6.5%,1.6,0.2,-4.3%,10.7%,0.9%,-0.9%,?,-0.3%
Cc1nn(CC(=O)NC2(C)CCS(=O)(=O)C2)c(C)c1S(=O)(=O)N(C)C (stereo not given),.,6.9%,.,-27.8,.,1.3%,?,.,-0.6%,2.1%,-10.0%
O=C(Nc1sc2c(c1C(=O)NCCCO)CCCC2)c1ccccc1,45.7%[activator],-3.6%,-4.5%,-5.5,-7.5,-6.5%,-17.0%,.,-4.0%,?,-0.4%
COc1ccc(S(=O)(=O)N(CCc2ccccc2)CC(=O)N2CCOCC2)cc1,-15.5%,5.3%,-0.6%,4.2,1.0,-1.5%,17.2%,-1.7%,9.7%,2.2%,0.7%
CCc1nn(CC(=O)N2CCN(c3ccc(OC)cc3)CC2)c(=O)c2cc3occc3n12,.,-5.5%,.,?,.,1.7%,-6.1%,3.5%,0.3%,-15.7%,-1.6%
CCC(=O)Nc1cc2nn(-c3ccc(C)cc3)nc2cc1C,10.5%,1.9%,5.7%,?,2.3,-3.4%,-37.2%,-2.4%,0.9%,6.8%,-1.3%
COc1ccc(F)cc1CN1CCN(c2ncnc3scc(-c4ccccc4)c23)CC1,.,-1.4%,4.2%,0.7,-0.7,-0.6%,-14.2%,-2.6%,0.4%,-2.0%,-3.2%
O=C(CN1CCN(S(=O)(=O)c2ccc(F)cc2)CC1)N1CCOCC1,.,2.1%,9.1%,-9.4,.,-0.8%,0.0%,-4.5%,0.4%,0.5%,-0.4%
CCCc1cc(=O)[nH]c(NCc2ccc(Cl)cc2)n1,18.7%,-3.2%,-0.9%,-8.7,0.3,.,15.1%,-3.1%,.,.,-2.1%
CCOc1ccccc1-c1cc(-c2ccc(OC)cc2)nc2c1c(=O)n(C)c(=O)n2C,6.3%,42.7%[activator],?,-0.1,1.1,-4.2%,0.1%,0.3%,-0.1%,2.2%,-2.9%
CC(=O)Nc1ccc(NC(=O)C/C(C)=N/NC(N)=S)cc1,11.0%,2.7%,0.8%,-5.8,-1.8,-2.3%,25.9%,3.5%,?,?,-0.7%
CC(=O)Nc1c(C)cc(S(C)(=O)=O)cc1C,-1.2%,3.6%,0.0%,-12.0,3.7,-3.7%,29.7%,0.1%,-0.7%,-0.3%,-0.5%
Cc1ccc(CCNC(=O)c2cc(C)nn2-c2ccccc2)cc1,.,1.8%,-1.0%,-7.4,1.5,-2.9%,27.7%,.,-0.6%,?,-7.2%
CC(=O)Nc1nc2n(n1)C(c1ccc(Cl)cc1)C=C(C)N2 (stereo not given),3.5%,.,1.4%,14.4,2.9,-7.8%,17.9%,-3.1%,-0.4%,?,-0.2%
O=C1C2CC=CCC2C(=O)N1Cc1ccccc1Cl (stereo not given),6.5%,4.1%,-0.4%,-0.1,2.8,-2.4%,-23.3%,2.5%,-0.4%,-0.7%,-3.2%
CC(C)c1ccc(/C=C/C(=O)Nc2nc3ccc([N+](=O)[O-])cc3s2)cc1,?,1.1%,-0.2%,13.9,0.3,1.3%,4.8%,2.1%,-0.9%,10.7%,-4.1%
